Assay outcomes: PubChem, several laboratories
GlmU inhibition = inhibition of mycobacterial GlmU enzyme – biochemical, glucosamine-1-phosphate acetyltransferase (AID 1376); M. tuberculosis GlmU acetyltransferase enzyme assay; higher % means a stronger effect; one-dose inhibition, %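 (tested at 30 µM in the primary screen)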; IC50 in µM for titrated hits; actives 0.25% (n = 220,000); in the data active means inhibition above about 13%;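 further: 0% = complete reaction with vehicle and 100% = reaction without substrate; strong numbers were not always called active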
RmlCD inh 1536 = M. tuberculosis RmlC/RmlD inhibition; inhibition, % at 3.6 µM; AID 1533; actives 0.03% (n = 160,000); P9WH09+P9WH11; RmlC+RmlD coupled enzyme assay, percent inhibition; primary screen in compound mixtures; in the data active means inhibition mostly above about 34%, no sharp cut-off; further: some results filed as inactive read as strong as hits
Target sequence (P9WH09 whole entry, looked up): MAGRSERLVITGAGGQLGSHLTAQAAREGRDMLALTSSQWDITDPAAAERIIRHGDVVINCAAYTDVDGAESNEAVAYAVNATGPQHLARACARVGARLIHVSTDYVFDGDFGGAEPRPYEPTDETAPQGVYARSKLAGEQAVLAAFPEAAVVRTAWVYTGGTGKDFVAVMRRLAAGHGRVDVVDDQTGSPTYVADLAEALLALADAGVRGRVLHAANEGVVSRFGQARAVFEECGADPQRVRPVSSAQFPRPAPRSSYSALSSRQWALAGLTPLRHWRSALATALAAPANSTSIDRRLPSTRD
Target sequence (P9WH11 whole entry, looked up): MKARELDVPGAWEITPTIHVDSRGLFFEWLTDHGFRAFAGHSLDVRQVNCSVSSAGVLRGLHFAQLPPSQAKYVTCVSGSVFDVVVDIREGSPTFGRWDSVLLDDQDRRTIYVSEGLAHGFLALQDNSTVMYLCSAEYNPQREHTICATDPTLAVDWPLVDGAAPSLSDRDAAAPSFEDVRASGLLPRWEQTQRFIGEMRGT
An asterisk follows results filed as active; · = not tested or not shown. These rows are one share of the data; count on the stated rates, not on these rows.

The line under a structure holds: GlmU inhibition | RmlCD inh 1536
> COc1cccc(N(CC(=O)NC(C)c2ccccc2)S(C)(=O)=O)c1 (stereo not given)
    3.3% | ·
> COCNc1nc(OCC#N)nc(N(C)C)n1
    0.7% | ·
> Cc1c(Cl)cccc1NC(=S)N1CCN(c2ccccn2)CC1
    -3.5% | -56
> Clc1cccc(NCc2cn3cccnc3n2)c1
    0.1% | -11
> COc1cccc(/C(N)=N/OC(=O)Cc2ccccc2[N+](=O)[O-])c1
    0.5% | 1
> CC(C(=O)OCn1nnc2ccccc2c1=O)N1C(=O)c2ccccc2C1=O (stereo not given)
    0.3% | ·
> CN(C)S(=O)(=O)c1ccc(N2CCCC2)c(C(=O)Nc2ccccc2OC(F)F)c1
    -2.9% | -13
> Cc1ccc(-n2nnnc2SCC(=O)N(CC(C)C)c2c(N)n(CC(C)C)c(=O)[nH]c2=O)cc1
    0.4% | -1
> COc1ccc(OC)c(NS(=O)(=O)Cc2ccccc2)c1
    -0.2% | 16
> Cc1cc(C)c2nc3c(c(C(=O)O)c2c1)CCC3
    0.6% | ·
> CCOc1ccc(NC(=O)CCCN2C(=S)NC(C)(C)CC2C)cc1 (stereo not given)
    4.1% | 29
> C=CC#CC[N+]1(CC#Cc2ccccc2)CCOCC1
    124µM* | 21
> Cc1ccc(CN2CCN(/N=C/c3cccs3)CC2)cc1
    -4.0% | 7
> Cc1ccc2[nH]c3c(c2c1)CN(C(=O)CN(C)CC1OCCO1)CC3
    -3.1% | ·
> COC(=O)c1ccc(NC(=O)Nc2ccc(C)cc2)cc1
    0.5% | ·

Copied from above for reference:
The line under a structure holds: GlmU inhibition | RmlCD inh 1536
> C=CC#CC[N+]1(CC#Cc2ccccc2)CCOCC1
    124µM* | 21
> Cc1ccc(CN2CCN(/N=C/c3cccs3)CC2)cc1
    -4.0% | 7

(more compounds)
The line under a structure holds: GlmU inhibition | RmlCD inh 1536
> CCCCCCn1c(N)c(C(=O)NCCN2CCOCC2)c2nc3ccccc3nc21
    3.5% | 9
> Cc1cc(=O)oc2cc(OCC(=O)OCC(=O)Nc3ccc(C(N)=O)cc3)ccc12
    4.8% | -15
> COc1ccc(-c2c3c(nc4sc5c(Cl)nc(C)nc5c24)CCC3)cc1
    -1.1% | -11
> COc1ccc2c(C)cc(N3CCN(c4ccc(F)cc4)CC3)nc2c1
    4.1% | ·
> CCn1cc(CNCc2cn[nH]c2-c2cc3ccccc3o2)cn1
    1.3% | -14
> Cc1ccc(S(=O)(=O)NCCn2c(C)cc3ccccc32)cc1
    · | -1
> CC(=O)Nc1ccc(S(=O)(=O)Nc2cccc(N(C)S(C)(=O)=O)c2)cc1
    0.5% | 6
> CCOc1ccccc1/C=C(\NC(=O)c1ccccc1)C(=O)NCCC(=O)O
    5.2% | -5
> O=C(O)c1ccc(COc2ccc(CO)cc2Cl)cc1
    -0.9% | ·
> COC(=O)C(NC(C)=O)(Nc1nc2c(s1)CCCC2)C(F)(F)F (stereo not given)
    3.9% | ·
> COC(=O)c1nnn(-c2nonc2N)c1CSc1nnc(N)s1
    -2.2% | 2
> Oc1c(C(Nc2cccc(C(F)(F)F)c2)c2cccnc2)ccc2cccnc12 (stereo not given)
    0.1% | 4
> CC(C)(C)c1ccc(C(=O)Nc2ccc(N3CCOCC3)cc2)cc1
    0.9% | 5
> CCC1ON(C(C)C)C2c3nc4ccccc4n3CC12 (stereo not given)
    3.2% | 8
> CCN(C(=O)CN1CC=C(c2ccccc2)CC1)c1c(N)n(Cc2ccccc2)c(=O)[nH]c1=O
    -3.0% | ·

Individual results from the results shown.
Under GlmU inhibition, `CCN(C(=O)CN1CC=C(c2ccccc2)CC1)c1c(N)n(Cc2ccccc2)c(=O)[nH]c1=O` reads -3.0%
Under GlmU inhibition, `COc1ccc2c(C)cc(N3CCN(c4ccc(F)cc4)CC3)nc2c1` reads 4.1%
Under GlmU inhibition, `Cc1cc(=O)oc2cc(OCC(=O)OCC(=O)Nc3ccc(C(N)=O)cc3)ccc12` reads 4.8%
Under RmlCD inh 1536, `CC(=O)Nc1ccc(S(=O)(=O)Nc2cccc(N(C)S(C)(=O)=O)c2)cc1` reads 6
Under RmlCD inh 1536, `CC(C)(C)c1ccc(C(=O)Nc2ccc(N3CCOCC3)cc2)cc1` reads 5

More entries
The line under a structure holds: GlmU inhibition | RmlCD inh 1536
> COC(=O)c1cc(NC(=O)c2ccc(-c3ccccc3)cc2)ccc1Cl
    -2.2% | 2
> O=C(C[n+]1ccc(-c2nnc3n2CCCCC3)cc1)c1ccc(Cl)cc1
    4.0% | 14
> COc1ccc(CCNC(=O)NC23CC4CC(CC(C4)C2)C3)cc1OC
    2.4% | ·
> Nc1nc2nccc(-c3ccco3)n2n1
    -8.9% | -5
> CC(C)C1N=C(c2ccc3c(c2)OCO3)CC(c2ccccc2O)N1 (stereo not given)
    5.5% | -10
> CCCc1nnc(NC(=O)CCC(=O)N2CCN(CCOc3ccc(C)cc3)CC2)s1
    2.1% | -21
> O=C(/C=C/c1ccccc1)/C=C/c1ccccc1
    -3.6% | ·
> C=CCOC(=O)C1=C(C)NC(SCC(=O)OCC)=C(C#N)C1c1ccc(C)cc1 (stereo not given)
    2.8% | 13
> COc1cc2cc(C(c3nnnn3C(C)(C)C)N3CCc4ccccc43)c(=O)[nH]c2cc1OC (stereo not given)
    3.9% | 19
> CC1(C)C(C=C(Cl)Cl)C1C(=O)N1CCN(c2ccccc2)CC1 (stereo not given)
    -2.1% | -7
> CC(=O)c1ccc(S(=O)(=O)N2CCC(NC(=O)Nc3cccc(F)c3)CC2)cc1
    0.5% | ·
> CC(=O)N1CCC(C(=O)Nc2cc(C)cc(C)c2)CC1
    -7.0% | ·
> CC(Sc1nc(NCc2ccccc2)nc(N2CCOCC2)n1)C(=O)Nc1ccccc1 (stereo not given)
    -0.4% | 4
> O=C(CSc1nc2ccccc2[nH]1)c1ccc2c(c1)OCO2
    1.1% | 7
> COc1cccc(-c2nc(Oc3cc(C)cc(C)c3)c3ccccc3n2)c1O
    1.4% | -4

Further structures follow:
The line under a structure holds: GlmU inhibition | RmlCD inh 1536
> CCCC(=O)NC(=S)Nc1ccc(N2CCOCC2)c(Cl)c1
    4.2% | 3
> Cc1[nH]c2ccccc2c1/C=N/NC(=O)CNC(=O)c1cccs1
    -3.4% | -4
> CCC(CO)NS(=O)(=O)c1cc(-c2nn(C)c(=O)c3ccccc23)ccc1C (stereo not given)
    6.0% | 9
> CCOC(=O)N1CCc2c(sc3c2c(=O)n(Cc2ccccc2)c(=O)n3CC(=O)NCCOC)C1
    3.8% | -4
> COC(=O)CSc1nnc(-c2ccoc2C)n1-c1ccc(C)cc1
    -6.2% | -1
> COC(=O)c1n[nH]n(-c2ccc(F)c(Cl)c2)c1=O
    -2.3% | 6
> O=C(COc1ccc(Br)cc1)N1CCN(c2ccc([N+](=O)[O-])c(N3CCCCC3)c2)CC1
    -0.3% | -4
> CC1=Nc2ccc(Br)cc2C(c2ccccc2)N1CC(=O)O (stereo not given)
    1.2% | ·
> Nc1ccc(Cc2ccccn2)cc1
    -5.1% | 11
> Cc1c(Cl)c([N+](=O)[O-])nn1CCCC(=O)Nc1sc2c(c1C(N)=O)CCC(C)C2 (stereo not given)
    5.2% | ·
> COc1ccc(C(=O)Nn2c(C)ccc2C)cc1OC
    -0.4% | 20
> O=C(Cc1cccs1)Nc1cccc(-c2nnc(-c3ccco3)o2)c1
    1.5% | -4
> COc1ccc(-c2noc(CCC(=O)Nc3cccnc3)n2)cc1OC
    -4.0% | 4
> CCCc1c(C)c2ccccc2[nH]c1=O
    3.5% | -5
> CC(C)NC(=O)c1sc2nc(-c3cccs3)cc(-c3cccs3)c2c1N
    0.1% | ·

(listing goes on)
The line under a structure holds: GlmU inhibition | RmlCD inh 1536
> O=C1Nc2ccccc2C(O)(C(=O)NCc2ccco2)N1c1ccc(Cl)c(Cl)c1 (stereo not given)
    -0.6% | -6
> CCOc1ccc(CN2C(=O)c3ccccc3C2C(=O)NCc2cccnc2)cc1 (stereo not given)
    1.8% | ·
> COc1ccc(-n2cc(CN(C)C3CCOCC3)c(-c3cccc(F)c3)n2)cc1
    -1.3% | 9
> CCOC(=O)c1[nH]cnc1C(=O)Nc1ccccc1C
    0.5% | -4
> CC(CCc1ccccc1)NC(=O)/C=C/c1ccc(F)cc1 (stereo not given)
    4.2% | 43
> COCN(C#N)c1nc(N(C)C)nc(N(C)C)n1
    -6.0% | 10
> Cc1cc(C(=O)OCC(=O)N2c3ccccc3CC2C)c(C)o1 (stereo not given)
    8.6% | ·
> CCOc1cccc2cc(-c3csc(NC(=O)CCC(=O)NCCCN4CCC(C)CC4)n3)c(=O)oc12
    -8.5% | 8
> COC(=O)CNc1nc(Cl)nc(Nc2ccc(C)cc2)n1
    1.1% | -3
> CCCc1cc(NCCCO)n2c(nc3ccccc32)c1C#N
    11% | 5
> COc1cc2[nH]c(=O)n(CCCC(=O)N3CC=C(c4ccccc4)CC3)c(=O)c2cc1OC
    -2.7% | ·
> Cc1cc(C(=O)COC(=O)C2=NNC(=O)CC2)c(C)n1-c1ccc(OC(F)F)cc1
    2.3% | ·
> FC(F)(F)c1ccc(C2[C@H]3CN(Cc4ccc(-c5ccccc5)cc4)[C@H](c4ccccc4)C34CC2(c2cccnc2)C4)cc1 (stereo not given in full)
    1.0% | ·
> O=C(Nc1ccccc1C(=O)NCC1CCCO1)c1ccc(Cl)cc1Cl (stereo not given)
    1.2% | 30
> CC(Oc1ncnc2ccccc12)C(=O)Nc1cccc(S(=O)(=O)N2CCOCC2)c1 (stereo not given)
    -0.1% | 9

Next records
The line under a structure holds: GlmU inhibition | RmlCD inh 1536
> CN(C)c1ccc(C=C2C(=O)NC(=S)NC2=O)cc1[N+](=O)[O-]
    0.9% | 6
> COc1ccc(OC)c(-n2c(=S)[nH]c3c(sc(=S)n3-c3ccccc3)c2=O)c1
    -1.1% | 3
> CCC(=O)Nc1ccc(S(=O)(=O)Nc2cccc(C)c2)cc1OC
    1.7% | ·
> COc1ccc(NC(=O)Cn2c(=O)sc3ccccc32)cc1
    4.1% | 41
> COc1ccc(C(=O)NCCSc2ccccc2)cc1OC
    1.6% | ·
> Cc1cc(/C=C2/NC(=O)NC2=O)c(C)n1-c1ccncc1
    -2.2% | 3
> O=C(CSc1ccc2nnc(-c3ccccn3)n2n1)Nc1ccc2c(c1)OCCO2
    10.0% | ·
> CCCN(CCO)CCCc1ccccc1
    4.2% | 4
> COCCn1c(C)cc(C(=O)CSc2nc3ccccc3o2)c1C
    2.8% | ·
> CC(C)CNc1nc(NC(C)(C)C)nc(Oc2ccc(=O)[nH]n2)n1
    -3.1% | -9
> CC(C)Cc1oc(C(=O)O)cc1CN
    -4.3% | ·
> CCCC1=NN(C(=O)Cc2ccc([N+](=O)[O-])cc2)C(O)(C(F)(F)F)C1 (stereo not given)
    -5.5% | 9
> CCC(=O)Nc1cccc(SC)c1
    -4.3% | 6
> COc1ccc(-c2nn(-c3ccccc3)cc2CO)cc1
    -8.8% | -5
> CCOC(=O)C1C(=O)NC(N2CCCCC2)=NC1C(C)C (stereo not given)
    -5.2% | 5

Single records, as listed above:
CCCN(CCO)CCCc1ccccc1 in the list: GlmU inhibition: 4.2%; RmlCD inh 1536: 4
CCC(=O)Nc1cccc(SC)c1 in the list: GlmU inhibition: -4.3%; RmlCD inh 1536: 6

(listing goes on)
The line under a structure holds: GlmU inhibition | RmlCD inh 1536
> Cc1cccc(C)c1NC(=O)COC(=O)C1CC(=O)N(Cc2ccccc2)C1 (stereo not given)
    3.9% | -11
> Cc1ccccc1NC(=O)C(C)O/N=C/c1cccc([N+](=O)[O-])c1 (stereo not given)
    1.0% | 9
> COc1ccc(C2CC(c3c(O)cc(C)oc3=O)=NCCS2)c(OC)c1 (stereo not given)
    0.2% | -12
> O=c1c([N+](=O)[O-])c(N2CCCCC2)c2ccccc2n1-c1ccccc1
    -4.1% | ·
> Cc1ccnc(SCc2cc(=O)c(OC(=O)c3ccc(S(=O)(=O)N4CCCC4)cc3)co2)n1
    -2.3% | -2
> CC(Cc1ccccc1)C(=O)NCc1nc2ccccc2s1 (stereo not given)
    -0.2% | ·
> COc1ccc(-c2csc(-n3ncc(-c4ccccn4)c3N)n2)cc1
    7.0% | -10
> O=C(/C=C/c1cccs1)N1CCOCC1
    -3.9% | ·
> O=C(CSc1nc2ccccc2[nH]1)N1c2ccccc2Sc2ccccc21
    -4.3% | 6
> COC(=O)c1c(NC(=O)Cc2cccs2)sc(C(=O)NC2CCCCC2)c1C
    5.2% | ·
> Cc1ccc(C(=O)N2CCN(C(=O)c3ccccc3)C2c2ccc(N(C)C)cc2)cc1 (stereo not given)
    -4.3% | 18
> CCN(CC)CCNc1cc(C)nc2c1C(=O)C(=O)C=C2N1CCCCC1
    8.4% | -9
> O=C(c1ccccc1)N1CCN(CC#CC2(O)CCCCC2)CC1
    0.3% | ·
> S=c1[nH]c(-c2ccccc2)cn1/N=C/c1cccc2ccccc12
    -4.9% | 6
> Cc1cccc(NC(=O)c2ccccc2NC(=O)Cc2ccccc2)c1C
    -5.8% | -3

Of the compounds above, 4 have a cyano group:
The line under a structure holds: GlmU inhibition | RmlCD inh 1536
> COCNc1nc(OCC#N)nc(N(C)C)n1
    0.7% | ·
> C=CCOC(=O)C1=C(C)NC(SCC(=O)OCC)=C(C#N)C1c1ccc(C)cc1 (stereo not given)
    2.8% | 13
> COCN(C#N)c1nc(N(C)C)nc(N(C)C)n1
    -6.0% | 10
> CCCc1cc(NCCCO)n2c(nc3ccccc32)c1C#N
    11% | 5

(listing goes on)
The line under a structure holds: GlmU inhibition | RmlCD inh 1536
> O=C(Cc1cccc(Cl)c1)Nc1ccc(Br)cc1
    -1.4% | ·
> CCOC(=O)CN1CC23C=CC(O2)C(C(=O)NCc2cccs2)C3C1=O (stereo not given)
    2.7% | -11
> CCC(C(=O)Nc1ccsc1C(=O)OC)c1ccccc1 (stereo not given)
    -3.3% | 2
> O=C1NC(=Nc2ccccc2)c2ccc([N+](=O)[O-])cc21
    1.0% | 0
> CCOC(=O)c1c(NC(=O)CSc2nnc(-c3cccnc3)o2)sc2c1CCC2
    -3.8% | -10
